# Screening data from PubChem BioAssay.
# NFkB transloc inh – blocks IL-1B driven NFkB nuclear translocation in HUVEC cells; AID 796; inhibition, % at 2 µM; 94,000 tested, 0.43% active; HUVEC IL-1B NFkB p65 nuclear translocation imaging;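 active = inhibition above about 30% together with a positive call from visual inspection of the well image, limit read from the data; inconclusive = inhibition above a set limit but visual check negative; inactive = inhibition not above a set limit, visual check negative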;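 also: nuclear over cytoplasmic p65 intensity ratio measured by imaging; 0% = IL-1B stimulated DMSO wells and 100% = unstimulated DMSO wells; values of inactives mirror those of a sister screen read the other way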
# NFkB transloc pot – enhances IL-1B driven NFkB nuclear translocation; HUVEC IL-1B NFkB p65 nuclear translocation imaging; activation, % at 2 µM; 94,000 tested, 0.3% active;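 active = activation above 40%, about the mean plus 3 SD, also judged a hit on visual image review; inconclusive = activation above 40% but not a hit on visual review; inactive = activation not above 40% and no visual hit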;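 also: percent activation is computed from the nuclear over cytoplasmic p65 intensity ratio; values of inactives mirror those of a sister screen read the other way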
# PLAP inhibitors HTS – inhibition of human placental alkaline phosphatase – biochemical, luminescence, HTS (AID 690); inhibition, % at 20 µM, or IC50 in µM where a hit was titrated; purified PLAP, luminescent substrate; higher % means a stronger effect; 96,000 tested, 0.08% active; in the data active = a potency from the dose series; inactive = the rest, 99 in 100 with inhibition below about 30%; also: strong numbers were not always called active
# Bcl-B displacement – displacers of TR3 peptide from Bcl-B, primary screen, selectivity assay for Bfl-1 inhibitor project, biochemical, fluorescence polarization | FP displacement of FITC-TR3 peptide from Bcl-B; higher % means a stronger effect | displacement, % at 20 µM, or IC50 in µM where a hit was titrated | 96,000 tested, 0.11% active | AID 748;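 active = displacement above 50% at 20 µM plus a fluorescence interference ratio under 1.5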;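 also: plate controls were wells without compound for no effect and wells lacking Bcl-B protein for full effect; a part of the inactive calls stands beside numbers as strong as those of hits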
# MRP resist rev – MRP-mediated drug resistance reversal; H69AR cells + 2 uM doxorubicin, CellTiter-Glo, 72 h; AID 602; differential viability (reversal), % at 10 µM; 85,000 tested, 0.04% active;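 active = viability drop by adding the cancer drug above about 55%, with treated viability meeting a 40% cutoff, limit read from the data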;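 also: viability without doxorubicin minus viability with 2 µM doxorubicin for each compound; larger differential means the compound sensitizes cells more to doxorubicin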
# MRP resist rev cytotoxicity – second read-out of MRP resist rev, no call of its own (marks repeat the call); viability, %; H69AR cells, CellTiter-Glo, 72 h; measured here: cytotoxicity without doxorubicin
# MRP resist rev with doxorubicin – further read-out of MRP resist rev, marked with its call; viability, %; measured here: viability with 2 uM doxorubicin; active compounds read low
# NFkB transloc inh cell count 2 µM – recorded beside NFkB transloc inh, whose call it bears; cell count; measured here: cells passing quality filter;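 raw number of nuclei counted in each imaged well without normalization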
# NFkB transloc pot cell count 2 µM – recorded beside NFkB transloc pot, whose call it bears; cell count; measured here: cells passing quality filter
# An asterisk follows results filed as active; ? = inconclusive; / = no result given. Only part of the results is shown. The share of hits here may be higher or lower than overall.
SMILES,NFkB transloc inh,NFkB transloc inh cell count 2 µM,NFkB transloc pot,NFkB transloc pot cell count 2 µM,PLAP inhibitors HTS,Bcl-B displacement,MRP resist rev,MRP resist rev cytotoxicity,MRP resist rev with doxorubicin
O=C1CC(c2ccco2)CC(O)=C1C=NCCO (stereo not drawn),3,189,-3,189,-14%,24%,35,121,86
Cc1ccc(C)c(NS(=O)(=O)c2cc(C(=O)NCc3ccco3)ccc2C)c1,-16,71,16,71,-22%,-4%,20,91,71
Fc1ccc(/C=N/c2c(-c3ccc(F)cc3)nc3n2CCS3)cc1,-20,135,20,135,-6%,-1%,-21,76,97
CCN1CCCC1CNCc1cccc(OC)c1OCc1ccccc1F (stereo not drawn),-1,188,1,188,4%,5%,/,/,/
CCCNc1nc2c(c(=O)n(C)c(=O)n2C)n1CCC(C)C,15,76,-15,76,-17%,-1%,-2,79,81
C=CCn1c(-c2cccc3ccccc23)n[nH]c1=S,-15,183,15,183,-184%,-6%,7,93,86
COc1ccc(C(=O)N2CCN(C(=O)c3ccncc3)CC2)cc1,-14,196,14,196,-7%,5%,/,/,/
CCNc1nc(Oc2ccc(C(=O)OCC)cc2)nc(SC)n1,-10,122,10,122,1%,-27%,/,/,/
CCn1c(=O)c(C(=O)NCCc2ccccc2)c(O)c2ccccc21,-7,142,7,142,18%,2%,-21,67,88
O=C(NCCc1ccccc1)C1CCN(S(=O)(=O)c2ccc(-c3nn[nH]n3)cc2)CC1,-1,105,1,105,-23%,-3%,-3,95,98
CCCCn1c(=NC(=O)c2cccnc2)c(C(=O)OCC)cc2c(=O)n3ccccc3nc21,-15,146,15,146,-2%,-6%,25,51,26
CCCCOc1ccc(/C(O)=C2/C(=O)C(=O)N(CCN(C)C)C2c2ccc(O)c(OC)c2)cc1 (stereo not drawn),/,/,/,/,-61%,-5%,-7,97,104
Cc1cccc(CN2CCN(CC(=O)N3CCCC3)C2=O)c1,-12,173,12,173,8%,-3%,14,99,85
O=C(NC1(C(F)(F)F)NC(=O)N(C2CCCC2)C1=O)C1CC1 (stereo not drawn),-17,141,17,141,1%,-2%,-7,94,101
N#Cc1c(SCC(=O)O)nc(N2CCCCC2)c2c1CCCC2,-2,89,2,89,-27%,-4%,3,44,42
COc1ccc(S(=O)(=O)N=C2C=C(C)C(=O)C(C)=C2)cc1,6,94,-6,94,-7%,-8%,/,/,/
CCc1cc(C(c2ccc(F)cc2)N2CCOCC2)c(NC(=O)c2ccccc2)s1 (stereo not drawn),/,/,/,/,-6%,-16%,/,/,/
Cc1ccc(C(=O)Nc2cccc(-c3cnc4ccccc4n3)c2)cc1,8,132,-8,132,16%,0%,/,/,/
C=CCn1c(=O)c2ccccc2n2c(SCC(=O)N3CCCc4ccccc43)nnc12,-6,109,6,109,6%,2%,-1,75,76
c1ccn2c(SCc3cn4ccsc4n3)nnc2c1,-22,174,22,174,3%,0%,1,88,87
CC(=O)Nc1ccc2c(c1)C(=O)N(C1CCCCC1)C2=O,-49,118,?,/,19%,-1%,9,87,78
Cc1[nH]nc2nc(SCC(=O)NCC3CCCO3)n(-c3ccc(Br)cc3)c(=N)c12 (stereo not drawn),-6,156,6,156,-84%,-8%,-4,72,76
CCC(=O)Nc1ccc2c(c1)C(=O)c1ccccc1C2=O,-5,106,5,106,-5%,39%,/,/,/
CCCn1c(=O)c(C(=O)NCc2ccncc2)c(O)c2ccccc21,-6,73,7,73,-11%,-6%,-2,85,88
c1ccc(OCCOc2ncnc3sccc23)cc1,-5,179,5,179,16%,-8%,-3,93,96
O=[N+]([O-])c1ccc2nc(/C=C/c3ccc(Cl)cc3)[nH]c2c1,3,188,-3,188,3%,-96%,/,/,/
Cc1c(C(=O)Nc2ccc(Cl)cc2)c2ccccn2c1C(=O)c1ccc([N+](=O)[O-])cc1,-12,159,12,159,1%,8%,/,/,/
O=S(=O)(NCc1cc(-c2ccccc2)no1)c1ccc(Cl)cc1,-17,139,17,139,18%,4%,/,/,/
CCCCOC(=O)CSc1nc(N)c(C#N)c(-c2ccc(OCC)cc2)c1C#N,9,92,-9,92,24%,2%,-18,68,86
CC1C(C(=O)Nc2ccccc2)CCCC1(C)C(=O)O (stereo not drawn),/,/,/,/,-10%,-2%,7,104,97

# Taken from above:
# For PLAP inhibitors HTS, CCc1cc(C(c2ccc(F)cc2)N2CCOCC2)c(NC(=O)c2ccccc2)s1 (stereo not drawn) shows -6%
# For MRP resist rev with doxorubicin, CC(=O)Nc1ccc2c(c1)C(=O)N(C1CCCCC1)C2=O shows 78

# Additional structures:
SMILES,NFkB transloc inh,NFkB transloc inh cell count 2 µM,NFkB transloc pot,NFkB transloc pot cell count 2 µM,PLAP inhibitors HTS,Bcl-B displacement,MRP resist rev,MRP resist rev cytotoxicity,MRP resist rev with doxorubicin
CC(C)CNC(=O)NC1C(NC(=O)NCC(C)C)N(C)C(=O)N1C (stereo not drawn),-8,191,8,191,2%,-13%,-1,86,87
CCC(=O)Nc1ccccc1C(=O)NC1CCCCC1,-8,103,7,103,8%,2%,-4,104,108
CN1CCN(C(=O)CN(c2cccc(Cl)c2)S(=O)(=O)c2ccccc2)CC1,-3,108,3,108,-22%,-6%,-10,76,85
C=CCOc1ccccc1C1NC(=O)NC(C)=C1C(=O)NCc1ccccc1 (stereo not drawn),-9,156,9,156,-30%,-8%,9,93,84
COCCCN(C(=O)c1ccco1)c1nc(-c2cc(OC)ccc2OC)cs1,-16,178,16,178,13%,-1%,6,70,64
O=C(O)CCC(=O)Nc1nc(-c2ccccc2)cs1,-36,145,36,145,7%,-11%,-4,82,86
Clc1cc(Cl)c(OCc2nc(-c3ccccn3)no2)cc1Cl,3,91,-3,91,17%,6%,0,92,92
CC(C)CCOc1ccc(C(=O)NCCC(=O)N2CCOCC2)cc1,-8,107,8,107,-65%,2%,18,93,75
Cc1ccc2ccccc2[n+]1CCCS(=O)(=O)[O-],9,105,-9,105,6%,17%,/,/,/
O=C(CCc1ccccc1)Nc1c(F)c(F)c(F)c(F)c1F,16,97,-16,97,18%,3%,9,107,98
N/C(=N\OC(=O)CCC1CCCCC1)c1cccnc1,0,83,0,83,10%,-6%,/,/,/
CNC(=O)CN(c1cccc(Br)c1)S(C)(=O)=O,-4,106,4,106,-3%,1%,4,112,108
Cc1sc2c(c1C)c(=O)n(-c1ccccc1)c1nnc(C)n21,7,185,-7,185,0%,-6%,/,/,/
CN1C(=O)C2(Nc3ccccc3-c3nc4ccccc4n32)c2ccccc21 (stereo not drawn),-103,183,?,/,-27%,2%,-13,86,99
O=C(CCN1CCN(Cc2ccccc2)CC1)Nc1cccc(Cl)c1,-8,187,8,187,-70%,4%,1,86,85
O=c1c2ccccc2nc2ccc(N3CCOCC3)nn12,4,130,-4,130,10%,-2%,/,/,/
CCc1nccn1S(=O)(=O)c1ccc2ccc(C)cc2c1,-3,157,3,157,-12%,3%,11,97,86
CC1CCN(CC(=O)n2c3c(c4ccccc42)CCCC3)CC1,-7,150,7,150,-28%,-4%,5,94,89
COC(=O)c1sc2ccccc2c1NC(=O)c1cccs1,-6,129,5,129,-12%,8%,0,95,95
O=C(COC(=O)CNC(=O)c1ccco1)NCCN1C(=O)CSC1=O,6,119,-6,119,-4%,-5%,-2,86,88
Cc1ccnc(NS(=O)(=O)c2ccc(NC(=O)C3CCCNC3=O)cc2)n1 (stereo not drawn),-10,150,10,150,4%,-4%,/,/,/
CCOC(=O)c1c(NC(=O)/C=C/c2ccc(C)o2)sc(C)c1C,-1,144,1,144,4%,-20%,/,/,/
CCCN1C(=O)SC(CC(=O)Nc2ccccc2)C1=O (stereo not drawn),-6,63,6,63,-15%,17%,0,90,91
CC(C)(CC(=O)N1CCN(c2ccc(Cl)cc2)CC1)CC1=NS(=O)(=O)c2ccccc2N1,-16,79,16,79,5%,-6%,/,/,/
CCOC(=O)COc1ccc(/C=C/[N+](=O)[O-])c(OCC(=O)OCC)c1,8,127,-8,127,5%,4%,/,/,/
O=C(N1CCN(Cc2ccccc2)CC1)C12CC3CC(CC(C3)C1)C2,-10,141,10,141,-38%,-5%,13,89,76
Cc1ccc(C)c(N(Cc2ccccc2F)S(C)(=O)=O)c1,-11,107,11,107,/,/,18,107,90
Nc1nnc(SCc2ccc(F)cc2)n1-c1ccccc1,-33,150,33,150,/,/,-10,89,99
O=C(c1oc2ccccc2c1N1CCCCC1)N1CCCCC1,-6,162,7,162,40%,-9%,-11,95,106
O=C(C1CCCO1)N(Cc1ccccc1)c1ccccc1 (stereo not drawn),-10,149,10,149,-12%,-2%,2,98,95
CCNC(=O)C(Sc1ccccc1)c1ccccc1 (stereo not drawn),-4,163,4,163,/,/,25,105,80
CCOC(=O)CN(C(=O)CSc1nnc(-c2cccc(OC)c2)o1)c1ccc(F)cc1,-34,218,34,218,-63%,3%,-4,74,78
Cc1cccc(NC2=NC(=S)N(c3ccc(C(=O)O)cc3)C23CCCCC3)c1,9,169,-9,169,0%,12%,/,/,/
CC(C)CN(CC(C)C)S(=O)(=O)N1CCC(C(=O)NCCc2ccc(Cl)cc2)CC1,/,/,/,/,-28%,2%,0,89,89

# Reprinted from the entries so far, 19 compounds:
SMILES,NFkB transloc inh,NFkB transloc inh cell count 2 µM,NFkB transloc pot,NFkB transloc pot cell count 2 µM,PLAP inhibitors HTS,Bcl-B displacement,MRP resist rev,MRP resist rev cytotoxicity,MRP resist rev with doxorubicin
CC(C)CNC(=O)NC1C(NC(=O)NCC(C)C)N(C)C(=O)N1C (stereo not drawn),-8,191,8,191,2%,-13%,-1,86,87
CCC(=O)Nc1ccccc1C(=O)NC1CCCCC1,-8,103,7,103,8%,2%,-4,104,108
CN1CCN(C(=O)CN(c2cccc(Cl)c2)S(=O)(=O)c2ccccc2)CC1,-3,108,3,108,-22%,-6%,-10,76,85
C=CCOc1ccccc1C1NC(=O)NC(C)=C1C(=O)NCc1ccccc1 (stereo not drawn),-9,156,9,156,-30%,-8%,9,93,84
COCCCN(C(=O)c1ccco1)c1nc(-c2cc(OC)ccc2OC)cs1,-16,178,16,178,13%,-1%,6,70,64
O=C(O)CCC(=O)Nc1nc(-c2ccccc2)cs1,-36,145,36,145,7%,-11%,-4,82,86
Clc1cc(Cl)c(OCc2nc(-c3ccccn3)no2)cc1Cl,3,91,-3,91,17%,6%,0,92,92
CC(C)CCOc1ccc(C(=O)NCCC(=O)N2CCOCC2)cc1,-8,107,8,107,-65%,2%,18,93,75
Cc1ccc2ccccc2[n+]1CCCS(=O)(=O)[O-],9,105,-9,105,6%,17%,/,/,/
O=C(CCc1ccccc1)Nc1c(F)c(F)c(F)c(F)c1F,16,97,-16,97,18%,3%,9,107,98
N/C(=N\OC(=O)CCC1CCCCC1)c1cccnc1,0,83,0,83,10%,-6%,/,/,/
CNC(=O)CN(c1cccc(Br)c1)S(C)(=O)=O,-4,106,4,106,-3%,1%,4,112,108
Cc1sc2c(c1C)c(=O)n(-c1ccccc1)c1nnc(C)n21,7,185,-7,185,0%,-6%,/,/,/
CN1C(=O)C2(Nc3ccccc3-c3nc4ccccc4n32)c2ccccc21 (stereo not drawn),-103,183,?,/,-27%,2%,-13,86,99
O=C(CCN1CCN(Cc2ccccc2)CC1)Nc1cccc(Cl)c1,-8,187,8,187,-70%,4%,1,86,85
O=c1c2ccccc2nc2ccc(N3CCOCC3)nn12,4,130,-4,130,10%,-2%,/,/,/
CCc1nccn1S(=O)(=O)c1ccc2ccc(C)cc2c1,-3,157,3,157,-12%,3%,11,97,86
CC1CCN(CC(=O)n2c3c(c4ccccc42)CCCC3)CC1,-7,150,7,150,-28%,-4%,5,94,89
COC(=O)c1sc2ccccc2c1NC(=O)c1cccs1,-6,129,5,129,-12%,8%,0,95,95
